Glioma ERSR ind: induces the endoplasmic reticulum stress response in human glioma cells | U87-MG GRP78 promoter luciferase reporter, 16 h | Potency, µM, without a hit: at the highest dose activation, usual class: activators | actives 0.02% (n = 420,000) | AID 602332; note: potency is the fitted concentration of half-maximal effect; series mostly up to about 76 µM; % of control where 0% means no effect; nearly all actives have a fitted effect of over 35% in size
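Stably transfected U87-MG human glioma cells carrying a GRP78-based luminescent sensor were seeded at 1000 cells/well, pin-dosed with compounds and incubated 16 h. Luciferase reagent was then added, and end-point luminescence was read after 10 min at room temperature.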
TrxR1 inh: inhibitors of rat thioredoxin reductase 1; O89049; recombinant rTrxR1, NADPH fluorescence consumption, selenite substrate; Potency, µM (titrated, usually from 114 µM), without a hit: at the highest dose activity change, negative = inhibition, most hits filed as inhibitors; actives 1% (n = 390,000); AID 588453; note: potency is the fitted concentration of half-maximal effect; % is set by controls: 0 for no effect and ±100 for the full control effect; nearly all actives have a fitted effect of over 65% in size
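Rat TrxR1 (90 nM in the dispensed reagent) was pre-reduced with 400 uM NADPH for 5 min at room temperature, then incubated with compound for 15 min. After 400 uM selenite was added, NADPH fluorescence (Ex 340/Em 450 nm) was followed for 8 min.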
Vif-A3G inh: inhibitors of Vif-APOBEC3G interaction; HeLa A3G-eYFP + Vif (tagged APOBEC3G with the HIV-1 protein that degrades it), YFP fluorescence, overnight; actives 0.076% (n = 410,000); Potency, µM (doses to about 46.1 µM), without a hit: at the top dose activity, negative = active, usual class: inhibitors;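 note: potency is the fitted concentration of half-maximal effect; % is set by controls: 0 for no effect and ±100 for the full control effect; nearly all actives have a fitted effect of over 60% in size; hits raise eYFP signal because A3G escapes Vif-driven loss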
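Read-out is eYFP fluorescence (Ex 488/Em 500-530) from Vif-expressing HeLa A3G-eYFP cells; more signal means A3G escaped Vif-mediated degradation. Cells plated overnight, compound pinned in, incubated overnight at 37 deg C.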
LDHA inh: inhibitors of human lactate dehydrogenase A; activity change, % (values are at about 110 or 230 µM); purified LDHA, NADH/diaphorase-resazurin fluorescence; hits give low values; P00338; actives 0.15% (n = 480,000); in the data active = activity change below about -30%; inconclusive = mostly about -25% to -30%;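 note: plate controls were DMSO wells for no effect and wells without enzyme for full effect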
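Resorufin fluorescence (ex540/em590), read at 0 and 20 min after diaphorase/resazurin addition, reports the NADH left after a 5 min room-temperature reaction of 2 nM human LDH5 with 0.06 mM NADH and 0.2 mM pyruvate.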
USP1 inh: blocks the human USP1/UAF1 deubiquitinase complex | O94782 | AID 743255 | actives 0.23% (n = 390,000) | recombinant USP1/UAF1, Ub-Rhodamine cleavage fluorescence | Potency, µM (highest dose often 57.1 µM), inactives show at the top dose activity change, negative = inhibition, most hits filed as inhibitors; note: potency is the fitted concentration of half-maximal effect; % is set by controls: 0 for no effect and ±100 for the full control effect; nearly all actives have a fitted effect of over 60% in size; inactives centre near -12
Target sequence (O94782 whole entry, looked up): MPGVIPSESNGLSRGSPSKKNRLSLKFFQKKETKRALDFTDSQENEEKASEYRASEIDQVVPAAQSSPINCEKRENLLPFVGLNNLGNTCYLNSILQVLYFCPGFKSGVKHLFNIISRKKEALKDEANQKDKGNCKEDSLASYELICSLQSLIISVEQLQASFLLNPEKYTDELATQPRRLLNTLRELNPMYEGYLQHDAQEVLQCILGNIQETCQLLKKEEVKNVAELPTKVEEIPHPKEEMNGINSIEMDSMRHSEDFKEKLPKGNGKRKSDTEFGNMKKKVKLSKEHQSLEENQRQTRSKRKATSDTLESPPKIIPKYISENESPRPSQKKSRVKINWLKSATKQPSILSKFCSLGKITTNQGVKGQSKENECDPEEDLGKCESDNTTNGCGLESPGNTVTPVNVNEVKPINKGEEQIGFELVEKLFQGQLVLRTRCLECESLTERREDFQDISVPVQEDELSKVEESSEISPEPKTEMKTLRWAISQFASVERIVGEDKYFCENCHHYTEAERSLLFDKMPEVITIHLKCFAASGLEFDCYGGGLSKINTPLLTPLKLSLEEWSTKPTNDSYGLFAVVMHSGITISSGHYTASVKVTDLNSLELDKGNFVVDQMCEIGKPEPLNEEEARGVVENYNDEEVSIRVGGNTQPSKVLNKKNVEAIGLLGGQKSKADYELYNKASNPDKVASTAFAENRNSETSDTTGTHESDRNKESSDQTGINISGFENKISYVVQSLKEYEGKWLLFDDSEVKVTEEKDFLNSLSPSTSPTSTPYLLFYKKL
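USP1/UAF1 complex at 1 nM was preincubated with compound for 15 min at room temperature, then Ub-Rho substrate (150nM final) was added. Fluorescence (480/540 nm) was read kinetically, 6 reads every 60 seconds.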
Vif-A3F inh: blocks the Vif interaction with APOBEC3F; Potency, µM (highest dose often 46.1 µM), for inactives: top-dose activity, negative = active; HeLa A3F-eYFP + Vif (tagged APOBEC3F with the HIV-1 protein that degrades it), YFP fluorescence increase; actives 0.2% (n = 390,000); note: potency is the fitted concentration of half-maximal effect; % of control where 0% means no effect; nearly all actives have a fitted effect of over 65% in size
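Fluorescence increase (Ex 488/Em 500-530) after overnight compound treatment at 37 deg C flags inhibition of Vif-driven A3F-eYFP loss in stable HeLa A3F-eYFP/Vif cells seeded overnight beforehand.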
RGS4 inhibitor: inhibitors of human regulator of G protein signaling 4; Potency, µM (top dose mostly 114 µM), for inactives: at the top dose activity change, negative = inhibition, hits mostly inhibitors; P49798; AID 504845; Transcreener GDP fluorescence polarization, RGS4-accelerated GTP hydrolysis; actives 0.039% (n = 390,000); note: potency is the fitted concentration of half-maximal effect; % is set by controls: 0 for no effect and ±100 for the full control effect; nearly all actives have a fitted effect of over 75% in size; some results filed as inactive show a strong effect at the top dose
Target sequence (P49798 whole entry, looked up): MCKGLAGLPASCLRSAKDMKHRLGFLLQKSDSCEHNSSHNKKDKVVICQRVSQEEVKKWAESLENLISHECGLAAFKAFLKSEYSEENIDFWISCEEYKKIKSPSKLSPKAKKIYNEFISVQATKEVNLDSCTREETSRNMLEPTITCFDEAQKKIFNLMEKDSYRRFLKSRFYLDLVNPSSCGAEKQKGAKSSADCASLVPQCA
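MLSMR compounds (23 nl, pin-transferred) preincubated 10 min at room temperature with a 500nM (2x) first reagent, then RGS4 at 900nM (2x) plus Transcreener GDP mix added; fluorescence polarization (620/688 nm) read before and after 90 min at 30 °C.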
TrxR1 substrate: substrates of rat thioredoxin reductase 1. purified TrxR1 substrate turnover, NADPH consumption readout. Potency, µM (highest dose often 114 µM), for inactives: at the top dose activity change, negative = substrate turnover. actives 0.01% (n = 390,000). AID 588456; note: potency is the fitted concentration of half-maximal effect; % is set by controls: 0 for no effect and ±100 for the full control effect; nearly all actives have a fitted effect of over 50% in size
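Rat TrxR1, dispensed at 90 nM, was prereduced with 400 uM NADPH (final) for 5 min at ~22 deg C, then incubated with compound 15 min before 400 uM selenite. A first-read NADPH fluorescence drop versus no-compound background flagged substrates.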
mIDH1 inhibitor: inhibitors of human mutant IDH1 R132H | O75874 | IDH1-R132H enzyme, NADPH consumption, diaphorase/resazurin fluorescence | Potency, µM (highest dose often 76.6 µM), for inactives: at the highest dose activity change, negative = inhibition, hits mostly inhibitors | AID 602179 | actives 0.093% (n = 390,000); note: potency is the fitted concentration of half-maximal effect; % is set by controls: 0 for no effect and ±100 for the full control effect; nearly all actives have a fitted effect of over 65% in size
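IDH1-R132H (0.5 ug/mL dispensed) in pH 7.5 Tris buffer was preincubated 30 min with compound, then given a substrate mix of 0.016 mM NADPH and 2 mM alpha-KG for 80 min at room temperature; remaining NADPH was read by diaphorase/resazurin fluorescence.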
* = called active by the depositor; ? = inconclusive; · = not tested or not shown; & = joins results of further samples; [ ] = dose if it differs, or a comment. Unless noted, calls come from the whole dose curve; as a rule, active = well fitted curve in the direction sought with a large enough effect; inconclusive = small, poorly fitted or top-dose-only effect, or another doubt; inactive = no such curve, though single readings can be large; an effect the other way counts as inactive or inconclusive. This is a subset. The share of hits here may be higher or lower than overall.

SMILES	Glioma ERSR ind	TrxR1 inh	Vif-A3G inh	LDHA inh	USP1 inh	Vif-A3F inh	RGS4 inhibitor	TrxR1 substrate	mIDH1 inhibitor
O=C(NC1CCCCC1)c1ccc2c(c1)N(Cc1cccc(Cl)c1)C(=O)c1ccccc1S2(=O)=O	-3%	12%[57.1 µM]	-3%	1	-4%	6%	9%	-4%[57.1 µM]	0%
CCOC(=O)c1oc2ccccc2c1NC(=O)c1cccs1	-6%	31%	-107%	-5	4%	9%	27%	18%	2%
Cc1nc(NS(=O)(=O)c2ccccc2)sc1C(=O)NN	3%	25%[57.1 µM]	1%	-3	-25%	4%	-33%	-11%[57.1 µM]	4%
CCOC(=O)C1=C(C)NC(=S)NC1c1ccc(C)s1 (stereo not given)	-5%	-14%	-9%	-6	-26%	16%	-31%	-6%	-7%
COc1ccc(-c2ccnc(SCC(=O)Nc3ccccn3)n2)cc1	-1%	8%[57.1 µM]	-11%	-4	-23%	-1%	-28%	33%	3%
CC(C)[C@H](N)C(=O)N[C@H]1CCC2C3CC=C4C[C@@H](O)CC[C@]4(C)C3CC[C@@]21C (stereo not given in full)	-13%	·	-18%	-8	-10%	-1%	·	·	-8%
Cc1[nH]nc2c1C(c1ccccn1)N(c1ccc(Br)cc1)C2=O (stereo not given)	-3%	2%	-6%	-7	-11%	1%	-29%	-3%	9%
O=[N+]([O-])c1ccc(N2CCN(CCO)CC2)cc1Sc1nc2ccccc2[nH]1	-3%	11%	-1%	-3	-15%	-5%	-1%	-6%	-2%
Cc1cc(C)cc(NC2=C(c3ccccc3)C(=O)c3ccccc32)c1	-1%	3%	3%	-4	-28%	-3%	3%	-10%	50%[activator]
COc1ccc(OCC(=O)NCC2(N3CCN(C)CC3)CCCCC2)cc1	-4%	9%	3%	-7	15%	9%	35%	0%	29%

Entries of single compounds, looked up by structure. Screens in order: Glioma ERSR ind | TrxR1 inh | Vif-A3G inh | LDHA inh | USP1 inh | Vif-A3F inh | RGS4 inhibitor | TrxR1 substrate | mIDH1 inhibitor
Entry for Cc1[nH]nc2c1C(c1ccccn1)N(c1ccc(Br)cc1)C2=O (stereo not given) = -3% | 2% | -6% | -7 | -11% | 1% | -29% | -3% | 9%
Entry for COc1ccc(OCC(=O)NCC2(N3CCN(C)CC3)CCCCC2)cc1 = -4% | 9% | 3% | -7 | 15% | 9% | 35% | 0% | 29%
Entry for CC(C)[C@H](N)C(=O)N[C@H]1CCC2C3CC=C4C[C@@H](O)CC[C@]4(C)C3CC[C@@]21C (stereo not given in full) = -13% | · | -18% | -8 | -10% | -1% | · | · | -8%

Continued:
SMILES	Glioma ERSR ind	TrxR1 inh	Vif-A3G inh	LDHA inh	USP1 inh	Vif-A3F inh	RGS4 inhibitor	TrxR1 substrate	mIDH1 inhibitor
O=C(N/N=C\c1ccncc1)c1ccccc1O	1%	5%	-1%	0	4%	-29%	14%	-18%[57.1 µM]	16%
Nc1ccc[n+](CC(=O)c2ccccc2)c1	3%	19%	0%	-3	-22%	-1%	-3%	5%	-1%
COc1ccc(S(=O)Cc2ccc(C(=O)NCc3cccc(OC)c3)o2)cc1 (stereo not given)	0%	-3%	0%	1	-14%	-10%	21%	2%	-7%
COc1ccccc1NC(=O)CSc1ncc2c(n1)-c1cc(Cl)ccc1N(C)S2(=O)=O	-2%	25%[57.1 µM]	?	-2	-16%	-4%	1%	2%[57.1 µM]	-15%
Cc1ccc(S(=O)(=O)N2CCCC2)cc1C(=O)NCC(C)(C)N1CCOCC1	-3%	-9%	0%	-1	-7%	9%	-15%	-5%	5%
Cn1ccnc1SCc1cn2ccccc2n1	-8%	-3%	0%	-4	-3%	-4%	-6%	-6%	8%
COc1ccccc1OCC(=O)O/N=C(\N)c1ccccn1	-7%	18%	2%	-4	-16%	9%	21%	2%	5%
C/C=C(/C)C(=O)Nc1cccc(C2=NOC3(C2)C[C@@H](C(N)=O)N(C(=O)c2ccc(OC)cc2)C3)c1 (stereo not given in full)	-4%	12%[57.1 µM]	-2%	1	-32%	-6%	-5%	10%[57.1 µM]	0%
CCOC(=O)c1sc(NC(=O)/C=C/c2ccc(OCC)cc2)c(C(=O)OCC)c1C	-2%	37%[activator][57.1 µM]	-4%	-5	-14%	1%	23%	11%[57.1 µM]	9%
O=C(Nc1cccc(S(=O)(=O)N2CCCCC2)c1)c1ccc2ccccc2n1	3%	15%[57.1 µM]	-7%	-3	-24%	4%	-3%	8%[57.1 µM]	-2%
CSc1ccc(Nc2nn(-c3ccc(OC(F)(F)F)cc3)nc2C(C)=O)cc1	-1%	45%[activator]	-2%	-6	-2%	0%	8%	13%	4%
COc1cc2c(cc1OC)C(COc1ccc(F)cc1)N(C(C)=O)CC2 (stereo not given)	-2%	0%	-1%	1	-12%	-3%	-5%	1%	3%
C[C@@H]1CN([C@H](C)CO)C(=O)CCCn2nncc2CO[C@H]1CN(C)S(=O)(=O)c1ccc(-n2cccn2)cc1	3%	·	-3%	-1	-20%	-6%	·	·	1%
N#Cc1c(C#N)c(SSc2c(C#N)c(C#N)c(N)n2-c2ccccc2)n(-c2ccccc2)c1N	-1%	?	0%	2	6%	2%	-20%	-11%	4%
CC(C)(C)c1ccc(C(=O)Nc2ccc([N+](=O)[O-])cn2)cc1	2%	9%	1%	-2	-7%	-6%	6%	-3%	0%
Cc1ccc2c(c1)-c1c(cnn1CC(=O)N1CCN(c3cc(Cl)ccc3C)CC1)CO2	-1%	23%	9%	-3	-15%	4%	-4%	7%	15%
O=C(N/N=C/c1c[nH]c2ccccc12)c1cc(Br)ccc1O	15%	18%	-9%	2	-32%	-2%	3%	1%	-11%
CC(C)CNC(=O)c1cccc(NC(=O)CSc2ccc(Cl)cc2)c1	0%	2%	-1%	-4	-17%	-20%	8%	-1%	3%
CCCn1c(=N)c(S(=O)(=O)c2ccccc2)cc2c(=O)n3cccc(C)c3nc21	0%	22%	0%	-14	-23%	7%	4%	10%	-10%
O=C(CCC1CCCN(C(=O)c2cccs2)C1)N1CCN(c2ccccn2)CC1 (stereo not given)	1%	3%	8%	-9	-9%	5%	3%	6%	2%
O=C(NCC1CCCO1)c1onc(CSc2ccc(F)c(F)c2)c1C(=O)O (stereo not given)	-2%	18%	-5%	-10	-8%	4%	-1%	4%	1%
O=c1ccc(-c2ccc(S(=O)(=O)N3CCN(c4cccc(Cl)c4)CC3)o2)n[nH]1	2%	12%	-5%	-4	-19%	-1%	14%	0%	-6%
Cc1cc(NC(=O)CN(C)S(=O)(=O)c2cccc(Cl)c2)no1	-3%	20%[57.1 µM]	-1%	-2	-27%	-34%	16%	11%[57.1 µM]	2%
CC1(c2cccc(Br)c2)NC(=O)N(CC(=O)N2CCN(C(=O)c3ccco3)CC2)C1=O (stereo not given)	-1%	-13%	-4%	1	-22%	-4%	0%	5%	1%
C/C(=N\NC(=O)c1cccc([N+](=O)[O-])c1)c1cccnc1	-3%	4%	-1%	-8	1%	4%	4%	-5%	5%
CCCC(=O)Nc1cc2nn(-c3ccccc3)nc2cc1C	1%	18%	2%	7	?	3%	-8%	18%	5%
C=CCNCC(=O)Nc1sc2c(c1C(=O)Nc1ccc(OC)cc1OC)CCC2	-1%	15%	3%	0	-6%	2%	12%	4%	-6%
CN(C)S(=O)(=O)Oc1cccc(C(=O)Nc2ccc(Cl)c(Cl)c2)c1	-10%	54%[activator][57.1 µM]	-3%	-8	?	-21%	4%	13%[57.1 µM]	16%
COc1ccc(NC(=O)N[C@@H](CCSC)C(=O)O)cc1Cl	-2%	8%	0%	-9	-15%	-5%	7%	-2%	7%
COC(=O)C[C@H]1C[C@H]2c3cc(NS(=O)(=O)c4ccc(OC)cc4)ccc3O[C@H]2[C@H](CO)O1	-4%	·	1%	-19	-4%	-7%	·	·	2%
S=C1NC(c2ccccc2)=NCN1c1ccccc1	0%	15%[57.1 µM]	0%	-5	-16%	-10%	-20%	1%[57.1 µM]	1%
C#CCOCCOCCOCCNc1nc(N2CCN(C(=O)[C@H](C(C)C)n3cc(CCO)nn3)CC2)nc(N2CCN(C(=O)[C@H](C)n3cc(CCCN=C(N)N)nn3)CC2)n1	-5%	-5%	5%	-7	-21%	-7%	-12%	4%	-1%[38.3 µM]
COc1cccc(OCC(=O)N2CCCc3ccccc32)c1	2%	-13%	1%	-5	-11%	-4%	-22%	-11%	1%
COc1cc(OC)c2c3c(c(C4CCCCC4)nc2c1)CCC3	0%	15%	0%	-3	-10%	-15%	3%	17%[57.1 µM]	8%
COc1ccc(CCN2C(=O)CC(Cc3ccc(C)cc3)C2=O)cc1OC (stereo not given)	0%	11%[57.1 µM]	1%	-4	-23%	-13%	?	3%[57.1 µM]	-12%
COc1cccc2sc(N(CCCN(C)C)C(=O)C(c3ccccc3)c3ccccc3)nc12	-15%	-2%	2%	-3	-9%	-29%	-2%	-7%	8%
COc1ccc(Cl)cc1C(=O)NNC(=O)c1nn(C)c(=O)c2ccccc12	0%	7%	1%	-1	-14%	-1%	12%	-8%	-7%
COC(=O)C1=C(C)NC(=O)C1(NC(=O)c1ccccc1C)C(F)(F)F (stereo not given)	-7%	2%	0%	2&10	-26%	-14%	6%	-1%	6%
